IEC-6 cytotox = cytotoxicity in IEC-6 intestinal epithelial cells, primary screen, cytotoxicity control for KLF5 inhibitor project, cell-based, luminescence; inhibition, % at 5 µM; 290,000 compounds, 0.78% hits; IEC-6 cytotoxicity, luminescence viability; in the data active = inhibition above about 22%;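 also: 0% = plate median of test compound wells and 100% = cytotoxic reference compound wells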
HSP90 refold inh = HSP90 inhibitors, primary screen, cell lysate, luminescence; Heat shock protein HSP 90 (rabbit reticulocyte lysate; luciferase refolding); Rabbit reticulocyte lysate, luciferase refolding luminescence, 3 h; inhibition, % at 5.6 µM; 290,000 compounds, 0.91% hits;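 active = inhibition above the screen-wide mean plus 3 SD, computed separately per campaign, cut at about 16% in these data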;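 also: 0% = DMSO wells and 100% = 60 µM geldanamycin wells; inhibitors lower the luminescence because luciferase stays unfolded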
AI-2 QS modul = Vibrio harveyi AI-2 quorum sensing modulators, primary screen, JMH597 strain, luminescence/OD600 ratio. Vibrio harveyi JMH597 AI-2 luminescence/OD600 ratio, 9 h; active compounds read low; strain lacks LuxN and CqsS sensors; 0 = neutral-control median. activity change, % at 7.5 µM. 300,000 compounds, 0.4% hits. AID 2094, 2009; in the data active = activity change below about -75%, passing the limit was not always enough; inconclusive = no clear call, values can overlap the other calls;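 also: luminescence divided by OD600 gain over 9 h not by final OD600 alone; inactives centre near 13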
HSF1 inh = HSF1 inhibitors in luciferase reporter cells, primary screen, cell-based, NIH3T3, luminescence; NIH3T3-HGL HSE-luciferase, MG132-induced, luminescence 8 h; active compounds read low; activity change, negative = inhibition, % at 7.5 µM (by protocol); 300,000 compounds, 0.77% hits;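 active = more than half of replicate wells show activity change below -50%, luminescence cut by over half; inconclusive = some wells, but at most half, below -50%; inactive = no replicate well below -50%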;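 also: luciferase reports HSF-1 transcriptional activity via heat shock element; 0% = median of DMSO wells and -100% = zero luminescence signal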
aSyn UTR inh = MLPCN primary screen, SNCA 5' untranslated region | alpha-synuclein 5'UTR reporter, inhibitor activity | inhibition, % (tested at 7.5 µM) | 300,000 compounds, 0.82% hits; in the data active = inhibition above about 60%; inconclusive = no clear call, values can overlap the other calls;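 also: H4 neuroglioblastoma cells stably carrying SNCA 5'UTR luciferase fusion; 0% = DMSO wells and 100% = positive control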
HIF act = HIF pathway transcriptional activators, primary screen, cell-based, U2OS HRE-luciferase, luminescence; activation, % at 7.5 µM (by protocol); AID 1910, 2009; 300,000 compounds, 0.32% hits; U2OS HRE-luciferase reporter; normalized: DMSO 0%, desferrioxamine 100%;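 active = mean activation of at least 10% of the iron chelator positive control signal, with at least half of replicates also reaching 10%; inconclusive = mean and replicate majority disagree about reaching 10%; inactive = mean and most replicates under 10%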
HDAC3 inhib = HDAC3 deacetylase inhibitors, primary screen, biochemical, fluorescence, cell-free homogeneous; inhibition, % at 8.3 µM; recombinant HDAC3, fluorogenic peptide/trypsin coupled; 320,000 compounds, 0.15% hits; AID 2718, 2010; Histone deacetylase 3 (Homo sapiens), O15379; in the data active = inhibition above about 26%, passing the limit was not always enough; inconclusive = no clear call, values can overlap the other calls
Target sequence (O15379 whole entry, looked up): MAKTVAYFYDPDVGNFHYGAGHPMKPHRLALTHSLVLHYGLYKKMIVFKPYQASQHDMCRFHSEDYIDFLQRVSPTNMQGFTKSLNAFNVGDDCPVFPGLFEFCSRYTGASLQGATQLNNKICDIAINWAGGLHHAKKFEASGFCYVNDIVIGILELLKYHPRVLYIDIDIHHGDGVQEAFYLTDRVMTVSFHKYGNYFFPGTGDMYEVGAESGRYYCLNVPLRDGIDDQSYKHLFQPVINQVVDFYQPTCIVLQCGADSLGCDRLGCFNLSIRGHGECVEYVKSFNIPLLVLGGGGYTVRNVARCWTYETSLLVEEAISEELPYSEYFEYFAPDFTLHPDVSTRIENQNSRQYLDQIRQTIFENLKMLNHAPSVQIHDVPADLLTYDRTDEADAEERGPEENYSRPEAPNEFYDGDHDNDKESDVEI
HSF-1 act = HSF-1 activators, primary screen, NIH3T3-HGL cells, MG132 stress, luminescence, single point; NIH3T3-HGL HSF-1 luciferase reporter, 8 h; 100% = twice DMSO control signal; activation, % at 9 µM; 300,000 compounds, 1.7% hits; AID 504408, 2011;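 active = mean replicate activation of at least 50% with a set share of replicates each reaching 50%; inconclusive = only one of those two conditions met; inactive = mean below 50% and too few replicates reaching it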;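 also: 0% = median of the neutral control wells and 100% = twice that signal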
Platelet DG rel = inhibitors of platelet dense granule secretion, primary screen, cell-based, MLPCN, human platelets | human platelet-rich plasma, SFLLRN dense granule ATP release, luminescence | inhibition, %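 (compounds screened at 7.5 µM in platelet-rich plasma)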 | 300,000 compounds, 0.22% hits | AID 1663, 2009;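 active = mean replicate score, as percent of positive control, at or above 50; inconclusive = mean below 50 but at least one replicate at or above 50; inactive = mean and every replicate below 50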
KLF5 inhibitor = KLF5 expression inhibitors, primary screen, DLD-1 cells, luminescence. DLD-1 KLF5 promoter-luciferase reporter. inhibition, % at 5 µM. 290,000 compounds, 0.23% hits. AID 1700, 2009;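 active = inhibition above a per-plate limit of that plate's mean compound inhibition plus 3 SD, cut at about 60% in these data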;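 also: 0% = DMSO wells and 100% = LY294002 at 200 µM; higher means less KLF5 promoter-driven luciferase light; inactives centre near -14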
Numbers without * were called inactive; ? = inconclusive; / = not tested or not shown.

Results follow in this order: IEC-6 cytotox	HSP90 refold inh	AI-2 QS modul	HSF1 inh	aSyn UTR inh	HIF act	HDAC3 inhib	HSF-1 act	Platelet DG rel	KLF5 inhibitor
N#Cc1ccc(C2=NC(C(F)(F)F)(C(F)(F)F)c3c(n(Cc4ccco4)c(=O)[nH]c3=O)N2)cc1
 : -2	-5	20	-3	-8	-0.3	5	9	-4	-2
C#CCN1C(=O)C(O)(CC(=O)/C=C/C=C/c2ccccc2)c2ccccc21 (stereo unspecified)
 : -3	-5	15	14	-17	0.3	2	8	1	-27
CS(=O)(=O)N1CCC(C(=O)N2CCN(c3ccccc3F)CC2)CC1
 : 4	-2	-5	-4	-6	0.1	-3	-7	1	-30
O=C(Nc1ccc2c(c1)N(S(=O)(=O)c1cccs1)CCC2)c1c(F)cccc1F
 : /	/	20	7	2	0.4	-5	3	-2	/
COc1cccc(CC2(CO)CCCN(Cc3ccc(-c4ccco4)cc3)C2)c1 (stereo unspecified)
 : -5	-3	8	0	9	0.3	-2	14	-8	-4
CCN1C(=O)c2cccc3c(S(=O)(=O)N(C(=O)c4cccnc4)c4ccc(OC)cc4)ccc1c23
 : 3	-3	5	1	-23	0.1	2	46	-7	-10
COc1cccc(OC)c1C(=O)NC(=S)Nc1ccc(S(=O)(=O)Nc2nccs2)cc1
 : 7	6	25	-2	-9	-0.2	-3	27	-13	-5
Cc1cccc(N2CCN(C(=O)CNC(=O)c3ccccc3)CC2)c1C
 : 6	-2	-4	-1	-81	1.6	-2	15	-12	-39
COc1ccccc1-c1nnc(C2CCN(S(=O)(=O)c3ccccc3[N+](=O)[O-])CC2)o1
 : -1	1	4	0	-9	1.1	3	15	-5	-13
CC(C)[C@H](NC(=O)N1CC(=O)Nc2ccccc21)C(=O)N[C@H](Cc1c[nH]c2ccccc12)C(=O)O
 : -8	-2	31	-4	0	0.3	0	-9	0	-17
COCC(=O)Oc1c(S(=O)(=O)c2ccc(C)cc2)c(C)nn1-c1ccccc1
 : -3	-3	19	-1	-7	-0.1	/	-6	5	-4
COc1ccc(NC(=S)NCC(O)c2ccccc2)c(OC)c1 (stereo unspecified)
 : 5	2	11	-3	-38	-0.3	-2	7	0	-13
Cc1onc(-c2ccccc2)c1C(=O)NC(=S)NNC(=O)c1cc(-c2ccc(F)cc2)n[nH]1
 : -7	-3	-5	13	-1	0.0	-2	36	2	6
CC(NC(=O)c1c(F)cccc1Cl)c1ccc(-n2ccnc2)cc1 (stereo unspecified)
 : 11	0	19	9	17	-0.1	1	36	3	-14
C[N+]1(CCC(=O)c2ccccc2)CCCCC1
 : -5	-2	8	-3	5	-0.1	?	-8	2	-17
CCn1nnc(-c2ccccc2NS(=O)(=O)c2ccc(S(=O)(=O)N(C)C3CCCCC3)cc2)n1
 : 0	2	21	2	6	-0.4	10	15	1	-26
CC(C)C1Cc2c(C#N)c(N)n(C)c(=S)c2CO1 (stereo unspecified)
 : 6	2	24	-52*	15	-1.7	4	-63	-14	-19
CCC(C)(C)C1CCc2c(sc(NC(=O)c3ccccc3C(=O)O)c2C#N)C1 (stereo unspecified)
 : 9	5	28	-2	2	-0.9	7	22	4	-12
FC(F)(F)c1cc(-c2ccccc2)nc(NCc2cccnc2)n1
 : 5	0	20	2	9	-0.5	3	-3	-1	5
CCOc1ccc(NS(=O)(=O)c2cc(C(=O)N3CCC3)ccc2Cl)cc1
 : /	/	/	1	10	0.2	-3	-1	-8	/

More entries
Results follow in this order: IEC-6 cytotox	HSP90 refold inh	AI-2 QS modul	HSF1 inh	aSyn UTR inh	HIF act	HDAC3 inhib	HSF-1 act	Platelet DG rel	KLF5 inhibitor
C(=N\Nc1nc2ccccc2s1)/c1ccco1
 : 4	6	15	41	-80	/	/	65*	13	-216
COc1ccccc1C(=O)NCCN1CCN(c2ccccc2)CC1
 : -3	-3	9	-1	-2	-0.9	-6	-3	-6	-21
O=C(CCn1ccc([N+](=O)[O-])n1)NC1CCCCCC1
 : -5	-1	19	0	-17	0.1	-1	-19	0	6
Cc1ccc(OCc2nnc(SCC(=O)NCc3ccccc3)n2C)cc1
 : -3	-1	10	-8	-12	0.2	-1	-2	-2	-13
CCOC(=O)C1CCCN(C(=O)CN2CCN(Cc3ccc(Cl)cc3)C2=O)C1 (stereo unspecified)
 : 0	2	21	0	14	-0.5	6	14	3	-23
COc1cccc(C2=NOC(C(=O)NC(C)(C)C)C2)c1 (stereo unspecified)
 : -2	1	10	-16	5	-0.4	3	-25	1	-12
Cn1nc(C(C)(C)C)c([N+](=O)[O-])c1C(=O)N1CCCCCC1
 : 4	-3	20	-6	5	0.0	-2	-2	-5	-16
CC1=NN(C(C#N)c2ccc([N+](=O)[O-])cc2)C(C)(C)C1 (stereo unspecified)
 : 3	4	9	-3	4	-0.2	/	10	-1	-30
CCCOc1ccc(C(=O)NNC(=S)NC(=O)c2cc(-c3ccc(Cl)cc3)nc3ccccc23)cc1
 : 5	0	39	-4	9	-0.9	4	4	4	-3
N#C/C(=C\c1ccccc1)C(=O)Nc1cccnc1
 : -2	4	35	-4	-3	-0.2	-6	-4	-4	-24
CN1CCN(c2oc(-c3ccccc3)nc2S(=O)(=O)c2ccc(Br)cc2)CC1
 : 0	-5	37	5	-6	-0.8	-2	-5	-3	-20
C=CCN(CC=C)C(=O)C[n+]1ccc(C(N)=O)cc1
 : -3	-1	18	-7	-5	-1.2	-3	13	5	-21
COc1ccc(-c2nnc(SCC(=O)OC3CCCCC3)o2)cc1OC
 : -9	0	20	/	-16	0.1	-4	/	1	-42
O=[N+]([O-])c1sccc1CS(=O)(=O)c1ccccc1
 : -1	3	7	-1	-19	1.0	0	-7	-6	-16
Cc1cccc(N2CCN(CC(=O)NCc3ccccc3)CC2)c1C
 : 4	11	-8	0	10	0.2	7	-4	10	-7
Cc1ccccc1CS(=O)(=O)c1snnc1C
 : -4	-2	13	-3	-22	-0.5	0	6	0	7
CC(C)(CNC(=O)c1sc2cc(Cl)ccc2c1Cl)N1CCOCC1
 : /	/	23	9	-22	1.7	4	5	5	/
COc1cc(C2N(c3ccc(Cl)cc3)C(=O)C3CCCN32)cc(OC)c1OC (stereo unspecified)
 : 4	2	20	-5	7	-0.2	7	2	1	-46
NC(=S)n1[nH]c(-c2ccccc2)c(N=Nc2ccccc2C(=O)N2CCOCC2)c1=O
 : -6	-4	-2	4	3	-0.1	10	-1	8	-21
COc1ccc(NS(=O)(=O)c2cccc(NC(=O)NCCCl)c2)cc1
 : 3	2	58	0	-10	-1.0	1	-4	0	-23

Following part
Results follow in this order: IEC-6 cytotox	HSP90 refold inh	AI-2 QS modul	HSF1 inh	aSyn UTR inh	HIF act	HDAC3 inhib	HSF-1 act	Platelet DG rel	KLF5 inhibitor
CN1CCC(=NNC(=O)c2ccc(N(Cc3ccc(Cl)cc3)S(C)(=O)=O)cc2)CC1
 : 4	-3	16	1	20	-2.0	6	-7	9	5
Cc1ccccc1NCc1ccc(O)c2ncccc12
 : 2	-1	6	-8	49	0.5	11	-12	8	1
CCOC(=O)C1(Cc2ccccc2C(F)(F)F)CCN(C(=O)c2cc(C(C)=O)n[nH]2)CC1
 : -6	3	14	-1	-15	0.2	11	7	-4	-8
COc1ccccc1Oc1ccc(S(=O)(=O)N2CCN(C)CC2)cc1
 : -1	-1	7	-6	5	0.0	1	-5	-2	-52
COc1cc(C2CC(=O)OC3=C2C(=O)CC(C)(C)C3)cc(OC)c1OC (stereo unspecified)
 : 4	1	9	3	7	-0.2	5	15	2	14
O=C(O)CC(NC(=O)C12CC3CC(CC(C3)C1)C2)c1cccc([N+](=O)[O-])c1 (stereo unspecified)
 : -4	-1	36	2	-7	-0.1	0	4	11	-33
Cc1ccc(NC(=O)c2ccco2)c(NC(=O)c2cccs2)c1
 : 0	1	7	0	3	0.0	-4	-3	2	-4
CC(C)OC(=O)C1C2C=CC3(CN(Cc4cccs4)C(=O)C13)O2 (stereo unspecified)
 : 7	3	-5	-5	11	-0.3	-9	5	-2	14
CCCc1nnc(SCC(=O)N2CCCC(C)C2)n1CC1CCCO1 (stereo unspecified)
 : 7	2	25	-2	1	-1.1	-1	-9	/	-11
Cc1ccc(Cn2nnc3c(=O)n(Cc4cccc(C)c4)cnc32)cc1
 : -6	-3	40	6	20	-0.2	2	19	-1	-13
COC(=O)c1ccc(CSc2nc3c(cnn3-c3ccc(F)cc3)c(=O)[nH]2)o1
 : -1	-1	/	/	/	/	2	/	/	-1
COc1cc(C(=O)NCC(c2cccs2)N2CCOCC2)c([N+](=O)[O-])cc1OC (stereo unspecified)
 : /	/	31	1	-9	0.1	5	-3	5	/
Cn1c(=O)c(S(=O)C2CCCCC2)c(O)c2ccccc21 (stereo unspecified)
 : /	/	16	-12	8	0.4	-3	-22	-16	/
COc1cccc2c1N1C(=O)c3c(C(=O)O)cccc3C1CC2(C)C (stereo unspecified)
 : 1	6	5	9	4	-0.2	/	48	0	5
Cc1cc(C(=O)OCC(=O)Nc2ccc(F)cc2F)c(C)o1
 : 0	1	-39	4	5	-0.2	-3	-1	14	-16
Cc1nc2ccc(NC(=O)c3ccc(N4C(=O)CCC4=O)cc3)cc2s1
 : 5	2	3	-2	-3	-0.3	7	6	0	-16
CC1(C)NC(=O)N(CCOCCOc2ccccc2)C1=O
 : 2	-1	-6	-3	-5	-42	-4	23	-21	-14

Compound activity from PubChem BioAssay.
